Screening data: PubChem BioAssay, National Center for Advancing Translational Sciences (NCATS)
AmpC inh no detg: AmpC beta-lactamase inhibition without detergent | P00811 | Potency, µM (top dose mostly 57.1 µM), inactives show at the top dose activity change, negative = inhibition, most hits filed as inhibitors | AmpC nitrocefin hydrolysis, absorbance 480 nm, 0.0001% Triton | AID 485341 | hit rate 0.52% among 330,000;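 further: potency means the concentration at half of the fitted maximal effect; plate controls were no compound for no effect and no enzyme for full effect; nearly all actives have a fitted effect of over 20% in size; some results filed as inactive show a strong effect at the top dose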
Target sequence (P00811 whole entry, looked up): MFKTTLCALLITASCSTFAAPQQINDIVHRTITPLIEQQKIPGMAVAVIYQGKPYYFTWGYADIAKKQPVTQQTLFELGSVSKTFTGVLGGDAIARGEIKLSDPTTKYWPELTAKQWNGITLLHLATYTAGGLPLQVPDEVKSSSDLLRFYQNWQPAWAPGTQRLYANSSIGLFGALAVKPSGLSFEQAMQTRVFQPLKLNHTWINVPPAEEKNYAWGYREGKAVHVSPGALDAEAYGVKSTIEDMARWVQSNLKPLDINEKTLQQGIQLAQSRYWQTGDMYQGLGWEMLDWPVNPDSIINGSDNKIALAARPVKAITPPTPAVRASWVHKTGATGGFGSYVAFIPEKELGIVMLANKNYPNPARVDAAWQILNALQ
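AmpC (5.3 nM in the dispensed reagent) in 20 mM phosphate pH 7.0 with 0.01% (detergent screen) or 0.0001% Triton X-100 was preincubated with compounds for 15 min at room temperature. Nitrocefin was then added from an 800 uM solution, and hydrolysis was followed at 480 nm.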
Sm TGR inh: blocks Schistosoma mansoni thioredoxin glutathione reductase. Q962Y6. purified TGR, DTNB reduction, TNB absorbance 405 nm. Potency, µM (doses to about 114 µM), for inactives: at the top dose activity change, negative = inhibition, most hits filed as inhibitors. hit rate 3% among 360,000. AID 485364; further: potency means the concentration at half of the fitted maximal effect; nearly all actives have a fitted effect of over 60% in size
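TGR 20 nM + NADPH 100 uM (dispensed conc.), cpd preinc 15 min RT; start with NADPH (500 uM addition) then DTNB (15 mM addition). Kinetic TNB absorbance, 405 nm filter. Four-parameter Hill fit across titration.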
HCMV inh: blocks human cytomegalovirus replication; HFF cells, HCMV-luciferase reporter, 72 h; stronger effect = lower value; activity change, negative = inhibition, % at 57.5 µM; hit rate 4.5% among 410,000; AID 1259415; in the data active means activity change below about -60%; inconclusive means no clear call, values can overlap the other calls; inactive means above about -39%
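Two-dose cell screen: HFF monolayers treated with compounds and infected with luciferase-expressing HCMV at 1 PFU/cell, 72 h at 37C, then lysed for luciferase measurement.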
AMA1 RON2 block: inhibitors of Plasmodium falciparum AMA1-RON2 interaction; AlphaScreen AMA1-biotinylated RON2 peptide binding; Potency, µM (highest dose often 58.2 µM), for inactives: at the top dose activity change, negative = inhibition, usual class: inhibitors; hit rate 0.2% among 360,000;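 further: potency means the concentration at half of the fitted maximal effect; 0% = vehicle wells and -100% = peptide control; nearly all actives have a fitted effect of over 45% in size; some results filed as inactive show a strong effect at the top dose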
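AMA1 (3D7) with his tag at 25 nM final met compounds first, then biotinylated RON2 peptide at 25 nM; detection used donor plus acceptor beads, 10 µg/mL apiece, read by AlphaScreen after 30 min at room temperature.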
Giardia FBPA inh: blocks Giardia fructose-bisphosphate aldolase activity; A8B2U2; purified Giardia FBPA; Potency, µM (highest dose often 59.6 µM), without a hit: at the highest dose activity, negative = inhibition, most hits filed as inhibitors; hit rate 0.71% among 290,000; further: potency means the concentration at half of the fitted maximal effect; nearly all actives have a fitted effect of over 55% in size
Target sequence (A8B2U2 whole entry, looked up): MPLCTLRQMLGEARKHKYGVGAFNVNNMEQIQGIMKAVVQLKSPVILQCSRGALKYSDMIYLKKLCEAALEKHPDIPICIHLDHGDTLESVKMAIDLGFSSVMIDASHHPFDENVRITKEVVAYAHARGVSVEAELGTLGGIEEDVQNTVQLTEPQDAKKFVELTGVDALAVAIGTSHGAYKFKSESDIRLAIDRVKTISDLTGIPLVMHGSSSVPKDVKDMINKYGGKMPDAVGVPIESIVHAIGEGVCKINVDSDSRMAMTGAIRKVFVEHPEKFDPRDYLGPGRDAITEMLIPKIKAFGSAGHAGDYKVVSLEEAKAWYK
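Giardia FBPA (40 nM reagent) was preincubated 10 min at RT with compound (up to 57.5 uM final), then substrate plus GAPDH/TPI/NAD/arsenate coupling system with diaphorase/resazurin was added; resorufin fluorescence (525/598 nm) was read after 20 min.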
AmpC inh detg: blocks E. coli AmpC beta-lactamase in detergent assay; P00811; AmpC hydrolysis of nitrocefin, absorbance 480 nm, 0.01% Triton; Potency, µM (highest dose often 114 µM), inactives show at the top dose activity change, negative = inhibition, actives largely listed as inhibitors; hit rate 0.041% among 370,000;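 further: potency means the concentration at half of the fitted maximal effect; 0% = no-compound wells and -100% = no-enzyme wells; nearly all actives have a fitted effect of over 25% in size; some results filed as inactive show a strong effect at the top dose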
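20 mM phosphate pH 7.0 + 0.01% (detergent screen) or 0.0001% Triton X-100; 5.3 nM AmpC reagent; cpd preinc 15 min RT; nitrocefin (800 uM stock) to start; A480 q20 s × 4 min; Activity was normalised to no-enzyme and no-compound control wells.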
* = called active by the depositor; ? = inconclusive; / = not tested or not shown; & = joins results of further samples; [ ] = another dose, or the depositor's remark. Unless noted, the call rests on the fitted dose curve; in most records, active means well fitted curve in the direction sought with a large enough effect; inconclusive means small, poorly fitted or top-dose-only effect, or another doubt; inactive means no such curve, though single readings can be large; an effect the other way counts as inactive or inconclusive. Unless noted, on the % scale 0 is the no-effect control and ±100 the full control effect.

Start of the data: the first 13 compounds, ahead of the listing:
SMILES	AmpC inh no detg	Sm TGR inh	HCMV inh	AMA1 RON2 block	Giardia FBPA inh	AmpC inh detg
COC(=O)c1c(NC(=O)C(=O)N2CCOCC2)sc2c1CCC2	106%[activator]	-21%	-16	63%[activator]	-9%	3%
CC1C/C(=N\NC(N)=S)c2cc(Cl)ccc2S1 (centres undefined)	-30%	-1%	-10	44%[activator]	-22%	-7%
O=C(CN(c1ccccc1)S(=O)(=O)c1ccccc1)NCCSc1nc2ccccc2s1	-27%	-20%	-20	35%[activator]	5%	-5%
COc1ccc(C(C)C)cc1S(=O)(=O)N1CCC(C(=O)NCC2CCCO2)CC1 (centres undefined)	94%[activator]	-12%	44	14%	/	-11%
COc1ccc2cc3cc(C(=O)NC(C)C)oc3nc2c1	-4%	8%	136	9%	-8%	-10%
O=C1/C(=C\c2ccncc2)N2CCC1CC2	-15%	-33%	-7	0%	4%	3%
COc1cc(OC)cc(C(=O)NC(=S)NCCc2ccccc2)c1	-4%	10µM*	38	32%[activator]	-5%	5%
Cc1ccc(CN2CCN(/N=C/C=C/c3ccccc3[N+](=O)[O-])CC2)cc1	1%[11.4 µM]	-24%	-34	?	-25%	3%
COc1ccc(N2C(=O)CC(N3CCCCC3)C2=O)cc1 (centres undefined)	-6%[11.4 µM]	32µM*	-15	-1%	6%	?
COC(=O)c1ccc(CC(=O)c2nc3ccccc3s2)cc1	-18%	-12%	21	35%[activator]	5%	-13%
COc1cc(/C=C2\C(=O)NN(c3ccc(C)cc3)C2=O)cc([N+](=O)[O-])c1O	-44%	-26%	-7	-12%	-22%	-6%
O=C(OC(C(=O)Nc1ccc([N+](=O)[O-])cc1Br)c1ccccc1)c1ccccc1 (centres undefined)	-10%[2.29 µM]	0%	-33	-14%	-5%	?
COc1ccc(C(=O)NNC(=O)C(=O)Nc2ccc(C)cc2)cc1	-7%	94%[activator]	16	88%[activator]	2%	2%

The whole of this part (from the top)
SMILES	AmpC inh no detg	Sm TGR inh	HCMV inh	AMA1 RON2 block	Giardia FBPA inh	AmpC inh detg
COC(=O)c1c(NC(=O)C(=O)N2CCOCC2)sc2c1CCC2	106%[activator]	-21%	-16	63%[activator]	-9%	3%
CC1C/C(=N\NC(N)=S)c2cc(Cl)ccc2S1 (centres undefined)	-30%	-1%	-10	44%[activator]	-22%	-7%
O=C(CN(c1ccccc1)S(=O)(=O)c1ccccc1)NCCSc1nc2ccccc2s1	-27%	-20%	-20	35%[activator]	5%	-5%
COc1ccc(C(C)C)cc1S(=O)(=O)N1CCC(C(=O)NCC2CCCO2)CC1 (centres undefined)	94%[activator]	-12%	44	14%	/	-11%
COc1ccc2cc3cc(C(=O)NC(C)C)oc3nc2c1	-4%	8%	136	9%	-8%	-10%
O=C1/C(=C\c2ccncc2)N2CCC1CC2	-15%	-33%	-7	0%	4%	3%
COc1cc(OC)cc(C(=O)NC(=S)NCCc2ccccc2)c1	-4%	10µM*	38	32%[activator]	-5%	5%
Cc1ccc(CN2CCN(/N=C/C=C/c3ccccc3[N+](=O)[O-])CC2)cc1	1%[11.4 µM]	-24%	-34	?	-25%	3%
COc1ccc(N2C(=O)CC(N3CCCCC3)C2=O)cc1 (centres undefined)	-6%[11.4 µM]	32µM*	-15	-1%	6%	?
COC(=O)c1ccc(CC(=O)c2nc3ccccc3s2)cc1	-18%	-12%	21	35%[activator]	5%	-13%
COc1cc(/C=C2\C(=O)NN(c3ccc(C)cc3)C2=O)cc([N+](=O)[O-])c1O	-44%	-26%	-7	-12%	-22%	-6%
O=C(OC(C(=O)Nc1ccc([N+](=O)[O-])cc1Br)c1ccccc1)c1ccccc1 (centres undefined)	-10%[2.29 µM]	0%	-33	-14%	-5%	?
COc1ccc(C(=O)NNC(=O)C(=O)Nc2ccc(C)cc2)cc1	-7%	94%[activator]	16	88%[activator]	2%	2%
COc1ccc(-c2nnc(SC3CCOC3=O)n2C2CCCCC2)cc1OC (centres undefined)	42%	15%[11.4 µM]	-4	1%	4%	?
CCCOc1ccc(N2C(=O)CC(N(CCc3ccc(OC)cc3)C(=O)/C=C/C(=O)O)C2=O)cc1 (centres undefined)	2%	-6%	?	-14%	8%	4%
CCOc1ccc(N2CC(C(=O)Nc3ncccc3C)CC2=O)cc1 (centres undefined)	1%	0%	21	2%	-1%	?
C=CCn1c(Cc2cccs2)nnc1SCC(=O)Nc1cccc(OC)c1	-8%	-29%	-9	0%	-4%	-7%
CSc1nc(C(=O)N2CCc3c([nH]c4ccccc34)C2c2ccccn2)cs1 (centres undefined)	79%[activator]	0%	?	-18%	-5%	3%
COC(=O)c1ccccc1-c1ccc(C=O)o1	-22%	?	-27	-1%	-9%	3%
O=S1(=O)N=C(Nc2ccc(N3CCOCC3)c(Cl)c2)c2ccccc21	-18%	20%	25	-10%	-6%	-13%
COc1ccc(-c2nnnn2C(C)C)cc1S(=O)(=O)Nc1ccccc1	10%	0%	-37	-3%	7%	1%
Cc1ccc(C(=O)C(c2ccccc2)N2Cc3ccccc3C2=N)cc1 (centres undefined)	-17%	-6%	/	?	?	?
COc1ccc(CCNS(=O)(=O)c2ccc(S(=O)(=O)N3CCCC3)cc2)cc1OC	2%	1%	-30	4%	3%	-1%
COc1cc(C(=O)NCc2nc3cccnc3n2Cc2ccc(C)cc2)cc(OC)c1OC	/	5%	-11	/	/	7%
O=C(CNc1ccccc1)N/N=C/c1c[nH]c2ccccc12	-3%	-9%	-20	3%	0%	4%
CCCCCOc1ccc(C(=O)N(Cc2ccccc2)C2CCS(=O)(=O)C2)cc1 (centres undefined)	/	-3%	-1	/	/	-7%
CC1CCN(CCCNS(=O)(=O)c2ccc3c(c2)CCN3C(=O)C2CC2)CC1	-23%	6%	15	-1%	/	0%
COc1cccc(-n2c(Cc3cc(=O)[nH]c(=O)[nH]3)nnc2SC(C)C)c1	-6%	0%	26	10%	-6%	?
COc1ccc(C(CNC(=O)Nc2cccc(C)c2)N2CCN(C)CC2)cc1 (centres undefined)	34%	5%	0	-9%	/	4%
COc1ccc(NC(=O)C(C)N2c3cccc4cccc(c34)S2(=O)=O)c(OC)c1 (centres undefined)	-17%	-6%	-25	-14%	/	3%
CCC(C(=O)Nc1cc(F)ccc1F)n1nc(C)c2c(C)n(-c3ccc(C)cc3)nc2c1=O (centres undefined)	1%	1%&7%	-95*	-11%	9%	-4%&1%
CC(C)(CNC(=O)c1cc2c(s1)CCCC2)N1CCOCC1	-17%	2%	-13	-17%	/	-15%
Cc1ccc(N(CC(=O)NC2CCCC2)C(=O)Cn2nnc(-c3ccccc3F)n2)cc1	-5%	0%	-26	-8%	1%	-15%
Cc1nc(-c2ccc3c(c2)OCO3)cs1	-22%	5%	-8	2%	-8%	-6%
Cc1ccc(N2C(=O)NC(=O)C3(Cc4ccccc4N4CCCC43)C2=O)cc1 (centres undefined)	-10%	-24%	17	8%	-7%	-5%
COc1ccc(-c2cc3cc(F)ccc3cn2)cc1	-29%	/	123	20%	/	/
Cc1ccc(CN2C(=O)c3ccccc3Sc3ccc(C(=O)OCc4ccco4)cc32)cc1	/	-6%	-17	/	/	26%
CCOc1ccccc1NC(=S)NCCc1ccccc1	-15%	3%	?	7%	-7%	9%
COC(=O)Cn1c2[n+](c3ccccc31)CC(O)CS2 (centres undefined)	-9%	-4%	3	16%	5%	3%
Cc1c(C)c2c(OCC(=O)NCc3cccnc3)cc3c(c2oc1=O)CCC(C)(C)O3	-11%	9%	-3	10%	-4%	-16%
CCOC(=O)Nc1sc2c(c1C#N)CCCC2	-7%	3%	-6	5%	-8%	-7%
O=C(NCCc1ccccc1)c1ccc2c(c1)N(Cc1ccc(F)cc1)C(=O)c1ccccc1S2(=O)=O	/	-2%	10	/	/	0%
CCCCn1c(CCc2ccccc2)nc2cc3[nH]c(=O)c(C(C)C)nc3cc21	41%	-24%	0	4%	-10%	-9%
CCOCCCNC(=O)c1cc(Nc2ccc(OC)cc2OC)nc2ccccc12	52%	0%	-27	-3%	-4%	-4%
CC(C)CCOc1ccc(C(=O)CCNC(C)C(=O)O)cc1 (centres undefined)	-4%	1µM*	/	/	-5%	0%
O=C(NCC1CCCCC1)c1cccc(S(=O)(=O)NCc2cccnc2)c1	-19%	2%	-11	-2%	0%	3%
Cc1cccc(C(=O)Nc2ccc3c(c2)C(=O)NC3=O)c1	-30%	-16%	?	-2%	-17%	-10%
O=C(CCNC(=O)c1ccccc1)Nc1nc2ccccc2s1	-8%	-2%	0	-4%	/	-3%
O=C(OCC(=O)N1CCN(C(=O)c2ccco2)CC1)c1ccccc1OCc1ccccc1	57%	?	9	0%	7%	-7%
Cc1ccc(S(=O)(=O)N(C)c2ccc(OCc3cccc(C)c3)cc2)cc1	-19%	7%	-6	-4%	/	2%
CCCCOCCCNS(=O)(=O)c1ccccc1	-1%	-1%	27	11%	1%	0%
CCc1ccc(/C=C2\Oc3ccc(C(=O)OC)cc3C2=O)cc1	-28%	-15%	86	-11%	2%	-9%
CCOc1ccc(NC(=O)CN(C)S(=O)(=O)c2ccc(-c3ccc(=O)[nH]n3)s2)cc1	10%	-23%	-38	-5%	/	-9%
Cc1ccccc1C(=O)N1CCC(C(=O)NN2C(=O)NC3(CCC(C)CC3)C2=O)CC1 (centres undefined)	-3%	0%	-27	-6%	/	-4%
CN(C)S(=O)(=O)c1ccc(C(=O)Nc2ccc(CCC(=O)N3CCCC3)cc2)cc1	-7%	-5%	-20	0%	-7%	-10%
Cc1[nH]c2ccccc2c1/C=N/NC(=O)c1ccc(N)cc1	-15%	-17%	56	12%	-6%	0%
CCOC(=O)N1CCN(C(=O)c2ccc(OCC)cc2)CC1	12%	-35%	-15	-11%	-20%	-4%
Fc1cccc(CN2CCSCC2)c1	-7%	2%	-1	-18%	?	?
O=C(O)c1cccc(C(=O)Nc2cccc(NC(=O)C3CCCO3)c2)c1 (centres undefined)	-10%	-3%	14	0%	5%	5%
COC(=O)C1C(c2ccccc2)C(C(=O)N2CCN(C)CC2)C1c1ccccc1 (centres undefined)	-5%	-1%	29	1%	1%	?
More entries follow.
SMILES	AmpC inh no detg	Sm TGR inh	HCMV inh	AMA1 RON2 block	Giardia FBPA inh	AmpC inh detg
CCOC(=O)c1cccc(NC(=O)Cn2nc(C)n3cccc3c2=O)c1	1%	2%	-27	-5%	-6%	1%
CCCNC(=O)c1nc2ncc(Br)cn2n1	-7%	0%	35	8%	2%	?
CCOC(=O)COc1ccc(CC)cc1C(=O)c1ccn2nc(-c3ccc(C)cc3)cc2n1	/	6%	-13	/	/	-1%
COc1ccc(NS(=O)(=O)c2cc(N=Nc3c(O)[nH]c(=O)[nH]c3=O)ccc2Cl)cc1	-31%	/	?	-20%	/	/

Compounds as they come; about 7.8% have a hit in one of these screens.
